Screening results (PubChem)
HSF1 inhib – HSF1 inhibition. NIH3T3-HGL HSE-luciferase, MG132-induced, luminescence 8 h; stronger effect = lower value. activity change, negative = inhibition, % at 7.5 µM (by protocol). 300,000 tested, 0.77% active;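 active means more than half of replicate wells show activity change below -50%, luminescence cut by over half; inconclusive means some wells, but at most half, below -50%; inactive means no replicate well below -50%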;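 further: luciferase reports HSF-1 transcriptional activity via heat shock element; 0% = median of DMSO wells and -100% = zero luminescence signal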
KLF5 inhibitor – inhibitors of KLF5 expression; DLD-1 KLF5 promoter-luciferase reporter, luminescence; inhibition, % at 5 µM; 290,000 tested, 0.23% active;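 active means inhibition above a per-plate limit of that plate's mean compound inhibition plus 3 SD, cut at about 60% in these data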;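 further: 0% = DMSO wells and 100% = LY294002 at 200 µM; higher means less KLF5 promoter-driven luciferase light; inactives centre near -14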
HSF1 activator – increases HSF-1 driven luciferase reporter signal | NIH3T3-HGL HSF-1 luciferase reporter, MG132, 8 h; 100% = twice DMSO control signal | activation, % at 9 µM | 300,000 tested, 1.7% active;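 active means mean replicate activation of at least 50% with a set share of replicates each reaching 50%; inconclusive means only one of those two conditions met; inactive means mean below 50% and too few replicates reaching it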;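 further: 0% = median of the neutral control wells and 100% = twice that signal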
IEC-6 cytotox – counter-screen for KLF5 inhibitors: cytotoxicity in IEC-6 cells; IEC-6 cytotoxicity, luminescence viability; inhibition, % at 5 µM; 290,000 tested, 0.78% active; in the data active means inhibition above about 22%;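 further: 0% = plate median of test compound wells and 100% = cytotoxic reference compound wells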
Dyrk1A ADPGlo – inhibitors of rat Dyrk1A kinase | inhibition, % at 12.5 µM | 310,000 tested, 0.43% active | ADP-Glo luminescence, NFATc1 peptide; in the data active means inhibition above about 50%;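 further: plate controls were vehicle with enzyme for no effect and no enzyme for full effect; many of its hits are not listed in these tables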
GSK3B inh – human GSK3beta kinase inhibition | P49841 | GST-GSK3beta kinase, ADP-Glo luminescence, 60 min; stronger effect = lower value | activity score (negative = inhibition), % at 10 µM | 300,000 tested, 0.038% active | AID 2097;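 active means more than half of replicate wells score below -50%, meaning over 50% inhibition versus plate controls; inconclusive means some replicates but at most half score below -50%; inactive means no replicate scores below -50%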;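 further: 0% = median DMSO wells and -100% = median GW8510 positive control wells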
Target sequence (P49841 whole entry, looked up): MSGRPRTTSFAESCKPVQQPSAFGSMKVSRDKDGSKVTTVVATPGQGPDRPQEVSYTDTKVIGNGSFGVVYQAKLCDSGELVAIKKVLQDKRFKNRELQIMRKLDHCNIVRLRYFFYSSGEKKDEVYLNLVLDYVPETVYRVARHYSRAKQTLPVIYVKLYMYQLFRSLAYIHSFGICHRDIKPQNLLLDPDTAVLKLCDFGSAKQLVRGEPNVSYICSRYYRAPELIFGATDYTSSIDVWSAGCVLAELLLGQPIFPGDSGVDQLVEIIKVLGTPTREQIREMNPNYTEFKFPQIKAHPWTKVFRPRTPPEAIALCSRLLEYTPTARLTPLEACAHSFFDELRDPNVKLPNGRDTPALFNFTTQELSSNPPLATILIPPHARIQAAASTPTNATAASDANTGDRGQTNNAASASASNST
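Test system: GST-tagged human GSK3beta kinase, cell-free; evaluation: activity score scaled between in-plate DMSO and GW8510 controls; measured by: ADP-Glo luminescence; incubation: 60 min reaction, RT; benchmarks: DMSO and 20 µM GW8510; reagent: peptide substrate plus 25 µM ATP (final); medium: Tris/MgCl2 kinase buffer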
HSP90 refold inh – HSP90 refolding inhibition in rabbit reticulocyte lysate; luciferase refolding luminescence, 3 h; inhibition, % at 5.6 µM; 290,000 tested, 0.91% active; AID 1789;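 active means inhibition above the screen-wide mean plus 3 SD, computed separately per campaign, cut at about 16% in these data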;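 further: 0% = DMSO wells and 100% = 60 µM geldanamycin wells; inhibitors lower the luminescence because luciferase stays unfolded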
Platelet DG rel – modulates dense granule release in human platelets; human platelet-rich plasma, SFLLRN dense granule ATP release, luminescence; inhibition, %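 (compounds screened at 7.5 µM in platelet-rich plasma)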; 300,000 tested, 0.22% active;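 active means mean replicate score, as percent of positive control, at or above 50; inconclusive means mean below 50 but at least one replicate at or above 50; inactive means mean and every replicate below 50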
aSyn UTR inh – 5' untranslated region of α-synuclein, MLPCN primary screen; inhibition, % (tested at 7.5 µM); 300,000 tested, 0.82% active; alpha-synuclein 5'UTR reporter, inhibitor activity; in the data active means inhibition above about 60%; inconclusive means no clear call, values can overlap the other calls;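 further: H4 neuroglioblastoma cells stably carrying SNCA 5'UTR luciferase fusion; 0% = DMSO wells and 100% = positive control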
GSK3 alpha inh – inhibitors of human GSK-3 alpha kinase; ADP-Glo luminescence, 60 min; P49840; inhibition, % at 10 µM; 320,000 tested, 0.1% active; AID 2650;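 in the data active means inhibition above about 50%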;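 further: GST-tagged GSK-3 alpha with peptide substrate and 25 µM ATP; 0% = DMSO neutral wells and 100% = GW8510 positive control wells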
Target sequence (P49840 whole entry, looked up): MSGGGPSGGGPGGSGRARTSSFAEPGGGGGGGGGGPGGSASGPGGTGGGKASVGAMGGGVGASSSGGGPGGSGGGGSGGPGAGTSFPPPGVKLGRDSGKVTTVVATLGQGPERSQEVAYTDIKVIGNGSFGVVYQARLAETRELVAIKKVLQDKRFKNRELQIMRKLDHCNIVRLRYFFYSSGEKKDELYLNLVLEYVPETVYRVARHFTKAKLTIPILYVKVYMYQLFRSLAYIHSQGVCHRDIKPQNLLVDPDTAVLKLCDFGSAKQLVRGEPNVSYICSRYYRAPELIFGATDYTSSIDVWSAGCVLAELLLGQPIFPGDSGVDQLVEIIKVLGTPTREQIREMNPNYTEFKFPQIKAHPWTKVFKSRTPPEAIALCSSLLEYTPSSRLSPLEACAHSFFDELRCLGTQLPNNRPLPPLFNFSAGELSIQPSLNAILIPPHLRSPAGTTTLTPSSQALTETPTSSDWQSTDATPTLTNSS
Active calls of the source: *; ? = inconclusive; / = no result given.

no.	SMILES	HSF1 inhib	KLF5 inhibitor	HSF1 activator	IEC-6 cytotox	Dyrk1A ADPGlo	GSK3B inh	HSP90 refold inh	Platelet DG rel	aSyn UTR inh	GSK3 alpha inh
1	Cc1cc(C(C)(C)C)oc1C(=O)OCC(=O)NC1CCCCC1	/	-17	/	0	/	2	-3	-2	14	-9
2	CCOc1ccc2oc(C(=O)N(C)CC(=O)Nc3ccc(OCC)c(OCC)c3)c(C)c2c1	-7	/	-12	/	-4	2	/	-9	24	0
3	COC(=O)Cn1cnc2c1c(=O)n(C)c(=O)n2C	2	19	-10	5	6	8	3	0	-4	5
4	Cc1ccc(S(=O)(=O)NCc2ccccc2)cc1C(=O)N(C)CC(=O)Nc1c(Cl)cccc1Cl	9	/	-13	/	9	0	/	-6	1	-5
5	CC(=O)Nc1ccc(N(CC(=O)NC2CCCC2)C(=O)CCC(=O)Nc2cc(C)on2)cc1	-3	-26	-3	0	-10	-5	-4	-23	9	-4
6	C(=N\n1cnnc1SCc1ccccc1)/c1ccco1	0	-10	-8	-3	-12	0	-3	10	3	2
7	CC(C)Cn1cc(C(=O)NCCCOC(C)C)c2c3ccccc3n(C)c2c1=O	11	0	40	-3	0	-1	-2	-3	27	-3
8	C=CCSc1nc(=O)n2cccc(C)c2n1	-2	-4	-9	4	1	0	2	-11	-9	0
9	CCOC(=O)c1ccc(NC(=S)NN2CCOCC2)cc1	-5	-28	-15	2	-11	0	0	18	-45	-2
10	CCN(CC)CCn1c(OC)cc(=O)[nH]c1=O	-6	6	-11	4	-3	-1	0	1	-26	-3
11	O=C(NCCS(=O)(=O)N1CCCC1)c1ccccc1	-5	/	0	/	1	2	/	1	1	-2
12	O=C(c1n[nH]c2ccccc12)N1CCOCC1	-4	-25	2	-8	4	1	-1	2	-3	1
13	CCCOc1cccc(C(=O)Nc2cc(NC(=O)c3ccco3)ccc2OC)c1	4	-15	-6	-1	0	1	-1	-1	-4	-2
14	COC(=O)c1nc2n(n1)C(c1cccc(Cl)c1)C1=C(CC(C)(C)CC1=O)N2 (stereo not drawn)	2	-25	11	1	15	-2	0	-16	-21	10
15	CC(c1n[nH]c(=S)n1Cc1ccccc1)N(C)C (stereo not drawn)	-4	-36	5	3	-7	-1	-1	2	22	-15
16	Cc1ccc(S(N)(=O)=O)c(C)c1N1CCCC1=O	-8	5	3	-5	3	-2	2	16	1	0
17	O=C1CSC(c2ccccc2)N1CCc1ccccc1 (stereo not drawn)	2	-4	3	1	15	0	0	2	-10	-3
18	Cc1c(NC(=S)NNC(=O)CCC(=O)O)c(=O)n(-c2ccccc2)n1C	-3	-23	-5	-2	1	-2	1	?	8	-1
19	Cc1cccc(OCC(O)Cn2c(NCCCOC(C)C)nc3c2c(=O)[nH]c(=O)n3C)c1 (stereo not drawn)	0	3	-18	1	-1	-1	1	41	11	1
20	O=C(Nc1ccccc1)OC1C2CCC1C(N1CCCCC1)CC2 (stereo not drawn)	-6	-12	3	-1	0	3	-1	11	-31	0
21	Cc1cc2nnc(SCC(=O)Nc3ccc(Cl)cc3)n2c(N)n1	-1	-18	2	2	1	1	-1	-1	15	1
22	CN(c1ccc(C(=O)Nc2ccccn2)cc1)S(=O)(=O)c1ccccc1	7	-54	-4	5	-3	1	0	-1	-133	1
23	CCCn1c(N)c(C(=O)CSc2nnc(C)n2Cc2ccccc2)c(=O)n(C)c1=O	-2	-28	-7	1	4	4	2	-11	22	-1
24	CN(Cc1cccs1)C(=O)CNC(=O)c1ccco1	0	-37	14	-3	-1	3	0	0	-45	-1
25	CN(C)CCCNC(=O)C1(O)c2cc(Br)ccc2NC(=O)N1c1c(F)cccc1F (stereo not drawn)	-5	-28	-7	0	-4	-12	0	0	-1	-1
26	CN1CCN(CCC(=O)N/N=C/C=C2\N(C)c3ccccc3C2(C)C)CC1	-12	-21	-15	4	-2	3	1	11	-6	-4
27	CCCC(=O)OCCNc1cc(Sc2nccn2C)c2nonc2c1[N+](=O)[O-]	234	-6	290*	0	-8	-6	2	12	-1	0
28	NS(=O)(=O)c1ccc(CCNC(=O)CNCCc2ccc(C(F)(F)F)cc2)cc1	5	-8	6	-8	-10	-1	-5	0	29	0
29	CC12CCC(=O)N1c1ccccc1C(=O)N2c1ccccc1 (stereo not drawn)	0	3	11	-5	10	-5	0	-3	13	0
30	CC1(C)NC(=O)N(CC(O)COc2ccc(-c3ccccc3)cc2)C1=O (stereo not drawn)	-5	-38	5	-1	3	-2	7	4	-34	-2
31	O=c1[nH]c(/C=C/c2cccc(Br)c2)nc2ccccc12	37	/	59*	/	1	4	/	0	-125	-3
32	CCCC(=O)N1CCc2cc(OC)c(OC)cc2C1c1cc2cc3c(cc2[nH]c1=O)OCO3 (stereo not drawn)	4	-28	9	1	-3	0	5	15	24	-6
33	COc1ccc(/C=C2\S/C(=N/S(=O)(=O)c3cccs3)NC2=O)cc1	5	-20	1	3	/	2	-4	3	21	-15
34	COc1cccc(NC(=O)N(CCN(C)C)C(C)c2cccnc2)c1 (stereo not drawn)	-3	7	13	0	1	-3	-1	-1	-1	-3
35	C/C(N)=C(/C#N)C(=O)COC(=O)CCS(=O)(=O)c1ccccc1	-5	-42	-8	-4	11	-4	-10	-6	-12	-1
36	O=C(O)C1C2C=CC(C2)C1C(=O)Nc1ccccc1Br (stereo not drawn)	3	-29	1	0	7	0	-3	3	1	-2
37	COc1ccc(C2/C=C\CN(C(=O)Oc3ccccc3)CC(=O)N2Cc2ccc(F)cc2)cc1 (stereo not drawn)	16	/	/	/	8	-1	/	6	22	/
38	O=C(O)c1nn(CCOc2ccc(Cl)cc2Cl)c(=O)c2ccccc12	-2	-12	13	-1	0	1	-3	-11	15	-3
39	C=CCn1cc(C(=O)c2cc(Br)ccc2O)cc(C#N)c1=O	-2	-1	-12	-6	-4	2	12	2	19	-5
40	O=C(COc1ccc(Br)cc1)c1ccc2c(c1)CCCC2	-3	-22	-11	-7	-4	1	-2	-1	-3	5
41	Cc1occc1C(=O)N1CCN(Cc2ccccc2)CC1	1	-9	-6	-2	3	-3	8	1	-21	-1
42	CC1=NNC(=O)C1CCC(=O)N/N=C/c1ccccc1 (stereo not drawn)	1	-8	-3	-2	4	6	-1	12	-9	1
43	Cc1cccc(OCC(=O)NCC(=O)N/N=C/c2cccs2)c1	4	-39	-4	-3	-7	-7	0	-2	0	3
44	COc1ccc(Cl)cc1C(=O)O/N=C(\N)c1ccc(Cl)cc1	-15	8	-21	-3	0	1	3	-8	-267	-1
45	O=C(N/N=C/c1cccc(Br)c1)c1ccc(Cn2cc(Br)cn2)o1	5	-12	1	2	10	-4	3	6	3	0
46	COCCOc1ccc(C(F)(F)F)cc1NC(=O)c1ccc(F)cc1	-13	4	4	-2	6	-3	0	8	-9	0
47	CN(C)S(=O)(=O)c1ccc(C(=O)OCC(=O)Nc2ccccc2OC(F)F)cc1	-7	-25	-1	-2	8	-1	-2	2	5	-3
48	CCCCC(=O)NC(=O)NC(c1ccccc1)c1ccccc1	2	-14	-1	6	7	-3	2	8	10	-3
49	O=C(NCCCCc1ccccc1)C1CC(c2cc(C(F)(F)F)cc(C(F)(F)F)c2)=NO1 (stereo not drawn)	11	/	35	/	2	2	/	-2	2	0
50	O=C(NCCCN1CCCC1)c1cccc(N2CCCC2=O)c1	/	-21	/	-2	6	0	1	-1	21	-3
51	O=C(NCCCN1CCOCC1)c1cc2c(s1)CSC2	-2	-16	14	-4	5	-2	-2	-6	-32	2
52	CCOc1ccccc1N(CC(=O)Nc1cccc2ccccc12)S(C)(=O)=O	2	-3	3	1	-4	0	1	-7	18	1
53	Nc1nc(CN2CCN(c3ccccc3F)CC2)nc(Nc2ccc3c(c2)OCCO3)n1	-8	-7	-16	9	6	3	-1	18	14	-1
54	CCOC(=O)c1cc(S(=O)(=O)NCCc2ccccc2)cn1C	2	-2	6	-4	-1	0	-3	3	5	-11
55	OC(Cn1cncn1)(Cn1cncn1)c1ccc(F)cc1F	-5	/	-3	/	-3	2	/	3	-20	-2
56	O=C(CNC(=S)NC(=O)c1ccc(Br)o1)c1ccccc1	1	27	40	8	-3	3	-3	-36	-40	/
57	CCCCCc1ccc(-c2cn(Cc3cccc(OC)c3)nn2)cc1	9	-29	34	8	-2	3	-3	0	-14	-2
58	O=C1SCC(c2ccc(Cl)cc2Cl)=NN1Cc1nnc(-c2ccccc2)o1	-2	-22	22	1	-3	5	-6	-4	-8	0
59	Cc1ccc(CSc2nc(N)cc(=O)[nH]2)cc1	-15	-20	-3	0	-1	-3	1	-1	10	-1
60	CSc1cccc(CN2CCC(Oc3cccc(C(=O)N4CCCC4)c3)CC2)c1	2	11	13	6	-3	3	-2	-5	14	-1
61	COc1ccc(-c2nc(N)ncc2-c2ccc(OC)c(OC)c2)c(O)c1	0	-15	11	-1	10	-9	0	6	32	34
62	O=C(NCc1ncc(C(F)(F)F)cc1Cl)Nc1ccccc1	1	-38	12	-9	-1	-3	0	-3	-14	-1
63	CN1CCN(C(=O)c2cc(Oc3c(F)c(F)c(F)c(F)c3F)cc(C(=O)N3CCN(C)CC3)c2)CC1	-5	-12	6	1	-3	1	2	3	19	-2

This is a subset (hit frequency here may not be typical).
